Assay outcomes deposited in PubChem by several laboratories.
AGP1 TOR yeast = modulators of AGP1-GFP expression in yeast TOR pathway, primary screen, cell-based, multiplex flow cytometry, S. cerevisiae, MLPCN library. 3 h; GFP as percent of DMSO wells. GFP response vs DMSO, % at 10 µM. 0.02% of 320,000 active. AID 2066, 2009;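 active means GFP response relative to DMSO above a set limit, near screen average plus 3 SD, cut at about 150% in these data; inconclusive means fewer than 70 cells counted for the yeast strain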;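 further: median GFP channel fluorescence of the gated AGP1 strain per well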
JMJD2C inh = inhibitors of GASC-1 histone demethylase, primary screen, biochemical, fluorescence, DELFIA europium; inhibition, % at 2.35 µM; GST-JMJD2C(1-420) H3K9me3 demethylation; 0.069% of 330,000 active;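 active means more than half of a compound's replicate wells show inhibition beyond 50%, single wells judged on their own value; inconclusive means some, but no more than half, of replicates pass 50% inhibition; inactive means no replicate passes 50% inhibition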;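 further: signal counts dimethyl H3K9 product captured on neutravidin plate; 0% = median of DMSO wells and 100% = 0.3 times that DMSO median; strong numbers were not always called active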
GRK2 aptamer HTS = compounds blocking aptamer binding on GRK2 – biochemical, human GRK2, bead flow cytometry, HTS, primary screen; Beta-adrenergic receptor kinase 1 (Homo sapiens), P25098; FAM-aptamer displacement from GRK2; inhibition of aptamer binding, % at 10 µM; 0.59% of 330,000 active;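 active means inhibition of aptamer binding above 40%, roughly 3 SD of noise, on plates passing a quality check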;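 further: median bead fluorescence of bound FAM aptamer so fluorescent compounds give negative values; no value below 0 was filed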
Target sequence (P25098 whole entry, looked up): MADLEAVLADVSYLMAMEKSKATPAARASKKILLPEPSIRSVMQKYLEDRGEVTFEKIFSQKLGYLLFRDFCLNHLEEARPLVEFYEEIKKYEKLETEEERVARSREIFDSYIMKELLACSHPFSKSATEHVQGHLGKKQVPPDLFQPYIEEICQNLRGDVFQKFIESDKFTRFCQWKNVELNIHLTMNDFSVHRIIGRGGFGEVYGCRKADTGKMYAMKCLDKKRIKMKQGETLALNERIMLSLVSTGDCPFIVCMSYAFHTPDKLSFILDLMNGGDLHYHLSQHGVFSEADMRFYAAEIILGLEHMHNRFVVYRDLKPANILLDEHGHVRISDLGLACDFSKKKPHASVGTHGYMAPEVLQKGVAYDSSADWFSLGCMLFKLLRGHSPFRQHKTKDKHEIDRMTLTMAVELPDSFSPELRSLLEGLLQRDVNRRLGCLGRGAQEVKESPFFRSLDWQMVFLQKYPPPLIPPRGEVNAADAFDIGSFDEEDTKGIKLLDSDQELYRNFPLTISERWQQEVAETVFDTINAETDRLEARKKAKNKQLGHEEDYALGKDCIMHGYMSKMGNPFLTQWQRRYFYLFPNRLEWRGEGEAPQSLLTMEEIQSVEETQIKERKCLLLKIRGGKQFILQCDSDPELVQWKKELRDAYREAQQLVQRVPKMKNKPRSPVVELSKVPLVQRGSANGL
LAP4-GFP MLPCN = modulators of LAP4-GFP expression in yeast, primary screen, S. cerevisiae, multiplex flow cytometry, MLPCN library. 3 h; median GFP as percent of DMSO wells. GFP response vs DMSO, % at 10 µM. 0.34% of 320,000 active. AID 2023, 2009;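 active means GFP response vs DMSO above a set limit, about the screen mean plus 3 SD, cut at about 150% in these data; inconclusive means under 70 cell events counted for the yeast strain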
MEP2 TOR yeast = modulators of MEP2-GFP levels in yeast, primary screen, S. cerevisiae, multiplex flow cytometry, MLPCN library; S. cerevisiae MEP2-GFP strain, 3 h; 100% = DMSO control level; GFP response vs DMSO, % at 10 µM; 0.51% of 330,000 active;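 active means GFP response versus DMSO above a set limit, roughly screen mean plus 3 SD, cut at about 180% in these data; inconclusive means fewer than 70 cells counted for a yeast strain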;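 further: median GFP fluorescence of the barcode-gated MEP2-GFP cells per well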
RPL19A TOR yeast = RPL19A-GFP expression modulators in yeast, primary screen, cell-based, S. cerevisiae, multiplex flow cytometry, MLPCN; 0.3% of 330,000 active; AID 2025, 2009; S. cerevisiae RPL19A-GFP strain, 3 h; active compounds read low; percent response vs DMSO, % at 10 µM;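 active means percent response vs DMSO below 50%; inconclusive means fewer than 70 events counted for the yeast strain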;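 further: median channel GFP fluorescence of the barcoded RPL19A-GFP strain; ratio of sample median GFP to plate DMSO average so 100% = DMSO; lower means less RPL19A-GFP as with rapamycin TOR inhibition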
VLA-4 inh = inhibition in human VLA-4 binding assay, primary screen, VLA-4 allosteric modulator project, MLPCN library, flow cytometry, VLA-4 expressing cells | Integrin alpha-4 (Homo sapiens), P13612 | ligand binding flow cytometry | inhibition, % (about 7 µM as worked out from the volumes in the protocol) | AID 2557, 2010 | 0.2% of 330,000 active; in the data active means inhibition above about 50%
CIT2-GFP yeast = modulators of CIT2-GFP expression in yeast, primary screen, S. cerevisiae, GFP fusion, multiplex flow cytometry, MLPCN library | 0.065% of 320,000 active | GFP response vs DMSO, % at 10 µM | AID 2029, 2009 | S. cerevisiae CIT2-GFP strain, 3 h; 100 means same as DMSO wells;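 active means GFP response relative to DMSO above a set limit, near the screen mean plus 3 SD, cut at about 150% in these data; inconclusive means Fewer than 70 cells measured for a yeast strain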;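 further: ratio of well median GFP fluorescence to mean of DMSO wells on the plate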
Starred values were filed as active, the others as inactive; ? = inconclusive; . = no result given; & = joins results of further samples.

SMILES | AGP1 TOR yeast | JMJD2C inh | GRK2 aptamer HTS | LAP4-GFP MLPCN | MEP2 TOR yeast | RPL19A TOR yeast | VLA-4 inh | CIT2-GFP yeast
O=c1ccc2ccc(O[C@@H]3O[C@H](CO)[C@@H](O)[C@H](O)[C@H]3O)c(O)c2o1 | 97.2 | -3.9 | 0.0 | 103.6 | 110.3 | 98.6 | -0.6 | 102.5
COc1ccccc1OCC(=O)Nc1ccccc1C(=O)N1CCCCC1 | 96.1 | 5.6 | 0.0 | 103.1 | 94.0 | 96.9 | -13.7 | 97.2
OCC[C@@H]1C[C@@H](O)[C@H](O)[C@@]2(CCCCO2)O1 | 107.3 | 3.6 | 1.0 | 94.2 | 105.1 | 99.7 | 16.7 | 101.9
O=C(Cc1cccs1)NNC(=S)NCc1ccco1 | 98.2 | -4.8 | 1.0 | 95.1 | 106.1 | 93.5 | 13.3 | 100.6
CCC(C(=O)NCCc1ccc(OC)c(OC)c1)n1nc(C)n2c(cc3occc32)c1=O (centres undefined) | 96.0 | 2.7 | 3.0 | 95.5 | 106.4 | 100.5 | 17.8 | 102.3
Cc1ccc(-n2c(CSc3nc(C)cc(C)n3)nnc2SCC(=O)Nc2nccs2)cc1 | 111.2 | -10.1 | 2.0 | 109.6 | 101.6 | 100.4 | -1.0 | 112.1
O=C(OCn1ncc(Br)c(Br)c1=O)c1ccccc1Cl | 96.4 | -2.9 | 4.0 | 203.1* | 89.8 | 87.5 | 34.7 | 84.4
Cc1noc(/C=C/N(C)C)c1S(=O)(=O)NC1CCCCC1 | 90.9 | 1.6 | 7.0 | 96.9 | 91.7 | 97.8 | -3.1 | 105.2
C=CCN1CC(O)=C(c2nc3ccccc3[nH]2)C1=N | 107.2 | 4.2 | 2.0 | 100.9 | 102.3 | 105.5 | 5.4 | 98.9
CCN1CCN(C(C(=O)NC2CCCC2)c2cc3c(cc2[N+](=O)[O-])OCO3)CC1 (centres undefined) | 113.0 | -3.4 | 0.0 | 115.5 | 113.7 | 94.0 | -11.5 | 106.0
O=C(COC(=O)CCc1ccccc1)Nc1cc([N+](=O)[O-])ccc1F | 99.8 | -8.7 | 2.0 | 99.7 | 107.8 | 101.7 | 17.0 | 100.7
CC1CCCN(CCOCCOc2ccc(Cl)cc2Br)C1 (centres undefined) | 93.9 | 3.2 | 0.0 | 100.8 | 98.6 | 94.7 | 8.2 | 87.5
CC1=NN(c2ccc([N+](=O)[O-])cc2)C(=O)/C1=C\N(C)C | 115.3 | -5.3 | 0.0 | 113.5 | 140.4 | 110.8 | 8.5 | 103.3
CC(=NCc1ccccc1)C1=C(O)COC1=O | 99.1 | 2.4 | 0.0 | 101.5 | 96.1 | 102.4 | 12.6 | 108.8
Nc1nc2ccccc2nc1N | 90.3 | 1.5 | 0.0 | 87.3 | 96.0 | 91.7 | -7.2 | 99.6
COc1ccc(C(C)(C)C)cc1NC(=O)C1=CC=CN2CCS(=O)(=O)N=C12 | 94.5 | -7.9 | 0.0 | 92.5 | 90.6 | 93.9 | 3.8 | 98.0
COc1ccc(NC2=CC(=O)CC(C)(C)C2)cc1 | 94.4 | -0.1 | 0.0 | 91.9 | 96.1 | 95.5 | -4.1 | 105.0
CN(C(=O)COC(=O)C(Cc1ccccc1)NC(=O)c1ccccc1)c1ccccc1 (centres undefined) | 104.5 | 1.0 | 0.0 | 99.5 | 107.9 | 106.4 | . | 99.6
CCC(=O)c1cn(CC(=O)Nc2c(C)cccc2C)c2ccccc12 | 104.9 | -12.1 | 0.0 | 91.2 | 109.9 | 109.8 | 13.6 | 115.0
Cc1ccc(S(=O)(=O)N2CCOCC2)cc1NC(=O)CN1C(=O)NC(C)(c2ccc(Cl)cc2Cl)C1=O (centres undefined) | 94.0 | -2.2 | 0.0 | 95.1 | 96.5 | 95.4 | 8.7 | 99.2
COc1ccc(C(=O)C2CCCN(C(=O)Cn3nc(C)cc3C)C2)cc1F (centres undefined) | 102.0 | -17.3 | 0.0 | 98.6 | 105.3 | 99.5 | 1.2 | 96.7
CCOc1cc(C)c(C(C)C)cc1S(=O)(=O)N1CCN(C)CC1 | 106.4 | 4.7 | 0.0 | 104.2 | 101.0 | 100.1 | 7.0 | 105.6
CCOC(=O)C1(CCOc2ccccc2)CCN(Cc2cc(OC)c3c(c2)OCO3)CC1 | 100.9 | -31.0 | 0.0 | 111.7 | 92.5 | 97.1 | 18.1 | 94.2
CCCS(=O)(=O)N1CCCC(C(=O)NCCCOCC)C1 (centres undefined) | 91.4 | 2.1 | 3.0 | 95.3 | 98.3 | 95.3 | 1.2 | 95.5
Cc1nn(C2CCS(=O)(=O)C2)c(Cl)c1/C=C/C(=O)OCC(=O)Nc1ccccc1OC(F)F (centres undefined) | 91.5 | 3.3 | 0.0 | 91.2 | 101.9 | 94.7 | 0.7 | 92.2
Cc1ccc(C(=O)N/C(=C\c2cccs2)C(=O)NCCc2ccccn2)cc1C | 103.7 | 4.1 | 3.0 | 101.6 | 100.5 | 96.7 | 1.1 | 91.6
COc1ccc(OCC(=O)Nc2ccc3c(c2)nc(CN2CCN(C(C)=O)CC2)n3C)cc1 | 102.7 | -19.2 | 1.0 | 103.2 | 98.5 | 98.6 | 27.7 | 97.3
Cc1c(Cl)cccc1NC(=S)NCC(c1cccnc1)N(C)C (centres undefined) | 101.9 | -3.2 | 1.0 | 94.6 | 98.8 | 106.1 | -2.0 | 103.6
O=C(Nc1ccc(N2CCOCC2)cc1)Nc1ccc2nsnc2c1 | 105.0 | 3.8 | 4.0 | 101.6 | 102.3 | 101.2 | 5.4 | 114.7
Cc1ccc(NC(=O)C2CCN(S(=O)(=O)c3cc([N+](=O)[O-])ccc3Cl)CC2)nc1 | 93.7 | 0.2 | 9.0 | 97.1 | 100.1 | 102.0 | -6.0 | 96.7
CCCn1c(SC2C(=O)CC(C)(C)CC2=O)nc2c1c(=O)n(C)c(=O)n2C | 101.7 | 0.6 | 1.0 | 99.0 | 100.0 | 96.2 | 9.1 | 100.3
CCN(CC)CCNC(=O)c1cc2cc(Br)ccc2s1 | 95.8 | -20.6 | 0.0 | 89.5 | 89.8 | 96.0 | 9.8 | 94.5
Cc1cccc(OCCCC(=O)Nc2ccc(S(=O)(=O)Nc3onc(C)c3C)cc2)c1C | 96.3 | -3.0&10.9 | 0.0 | 105.0 | 113.0 | 94.3 | -8.1 | 88.5
Cn1c(SCC(=O)NCc2ccco2)nnc1-c1c[nH]c2ccccc12 | 103.9 | -1.9 | 0.0 | 101.1 | 101.5 | 99.2 | 10.0 | 101.8
Cc1cnc(C(=O)OCC(=O)NC2CCCCC2)cn1 | 105.5 | -20.3 | 0.0 | 106.8 | 104.1 | 105.7 | 10.8 | 105.4
CS(=O)c1ccccc1COC(=O)Nc1ccc(Cl)cc1 (centres undefined) | 103.5 | -3.1 | 3.0 | 103.7 | 98.3 | 99.6 | 11.2 | 109.5
COc1ccc(OC)c(/C=N/NC(=O)c2ccc(Cn3cc([N+](=O)[O-])cn3)o2)c1 | 93.0 | 7.3 | 0.0 | 93.0 | 93.3 | 97.2 | 20.2 | 100.6
Cc1ccc(C(=O)O)cc1S(=O)(=O)NCC1CCCO1 (centres undefined) | 109.3 | 0.2 | 0.0 | 103.9 | 107.9 | 106.7 | 1.1 | 110.1
CCCOc1ccc(N2C(=O)CC(N3CCN(c4nc5ccccc5s4)CC3)C2=O)cc1 (centres undefined) | 97.8 | -0.4 | 2.0 | 99.4 | 99.6 | 100.5 | 14.0 | 96.1
CC(C)CCNC(=O)c1ccc(C2SCC(=O)N2Cc2ccco2)cc1 (centres undefined) | 109.8 | 4.0 | 0.0 | 107.7 | 106.5 | 102.6 | -0.7 | 107.4
CSCCC(NC(=O)C12CC3CC(CC(C3)C1)C2)C(=O)OCC(=O)c1ccc(Cl)cc1 (centres undefined) | 97.4 | 3.9 | 0.0 | 99.4 | 98.8 | 99.2 | -3.1 | 97.0
Cc1cc(-c2cccs2)c2c(N)c(C(=O)c3ccc4c(c3)OCO4)sc2n1 | 99.6 | -0.6 | 7.0 | 98.2 | 103.8 | 100.1 | -80.7 | 98.8
O=C1C2=C(CCCC2)C(=O)N1CNc1ccccc1 | 98.1 | -2.0 | 2.0 | 106.1 | 109.6 | 104.7 | 4.5 | 96.5
CCN(CC)Cc1cc(NC2=NS(=O)(=O)c3ccccc32)ccc1OC(=O)c1ccccc1 | 98.9 | 2.7 | 0.0 | 97.2 | 101.6 | 104.7 | 14.0 | 99.0
Cc1cccc(CN2CCc3c([nH]c4ccccc34)C2C(C)(C)C)n1 (centres undefined) | 97.5 | 1.9 | 0.0 | 87.1 | 93.9 | 103.0 | 0.6 | 101.1
O=[N+]([O-])c1cc([N+](=O)[O-])c2cc(-c3cccnc3)[nH]c2c1 | . | -13.4 | 0.0 | . | 101.8 | 98.5 | -13.4 | .
CC(CSc1nnnn1-c1ccccc1)Cn1c(N2CCN(C)CC2)nc2c1c(=O)[nH]c(=O)n2C (centres undefined) | 104.9 | -8.8 | 0.0 | 97.7 | 103.4 | 98.6 | 11.3 | 107.8
NS(=O)(=O)c1ccc(CCNC(c2ccccc2)c2ccccc2)cc1 | 103.9 | 12.2 | 0.0 | 94.8 | 99.6 | 102.9 | -3.0 | 105.5
O=C(CN1CCCCCC1)Nc1ccc(Cl)cc1F | 90.1 | ? | 0.0 | 91.8 | 104.2 | 98.4 | 13.3 | 100.3
Fc1ccc(NC(=S)N/N=C/c2ccc(F)c(F)c2)cc1 | 93.6 | -35.4 | 0.0 | 90.3 | 104.5 | 105.8 | 0.8 | 98.8

Further entries follow:
SMILES | AGP1 TOR yeast | JMJD2C inh | GRK2 aptamer HTS | LAP4-GFP MLPCN | MEP2 TOR yeast | RPL19A TOR yeast | VLA-4 inh | CIT2-GFP yeast
COc1ccc(/C=C/c2noc(-c3ccccc3O)n2)cc1 | 110.2 | -0.6 | 1.0 | 99.3 | 106.7 | 108.4 | -4.1 | 114.9
CCC(=O)N1CCN(c2cc(C)ccc2C)CC1 | 89.1 | 2.4 | 0.0 | 91.7 | 96.2 | 96.9 | 6.9 | 91.6
COc1ccc(OC)c(/C=C/C(=O)N2CCN(S(=O)(=O)c3ccc(C)cc3C)CC2)c1 | 100.4 | . | 2.0 | 106.7 | 99.0 | 99.3 | -0.1 | 95.5
COC(=O)C(C(=O)OC)N1C(=O)CCC1=O | 113.4 | ? | 0.0 | 101.9 | 105.2 | 106.5 | 3.9 | 119.4
COc1cc(/C=C2\CCc3ccccc3C2=O)cc(OC)c1OC | 91.5 | -3.4 | 19.0 | 95.2 | 96.2 | 100.6 | 9.3 | 98.4
